SW480 rereplic = inducers of DNA re-replication in SW480 colon cancer cells; SW480 DNA re-replication, Hoechst DNA content imaging, 48 h; Potency, µM (highest dose often 46.1 µM), for the others: at the highest dose re-replication activation, most hits filed as activators; actives 1.8% (n = 340,000); AID 624297; also: potency is read from the fitted curve at half-maximal effect; % of control where 0% means no effect; nearly all actives have a fitted effect of over 55% in size
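Quantitative HTS format with DMSO vehicle controls; 48 hr drug incubation at 37 C, then 40 min Hoechst staining and scanning imager measurement at 405 nm excitation.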
HepG2 tox = kills HepG2 cells in TGF-b inhibitor counter-screen; HepG2 CAGA-GFP viability, ATP luminescence, 18 h; Potency, µM (highest dose often 46.1 µM), without a hit: top-dose activity change, negative = cytotoxicity, hits mostly cytotoxic; actives 0.76% (n = 410,000); also: potency is read from the fitted curve at half-maximal effect; some results filed as inactive show a strong effect at the top dose
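HepG2 CAGA-GFP cells (1000/well, DMEM with 1% FBS) received compound, then TGF-beta at 500 pg/mL final, and were incubated 18 hours at 37 degrees C. Viability was read by CellTiter-Glo luminescence. Media-only wells were set as complete cell-killing and DMSO as no toxicity.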
ATXN viability = reduces viability in counter-screen for ATXN expression inhibitors. S2 cells (HEK-293 line with an ATXN2-luciferase reporter) viability, CellTiter-Fluor protease fluorescence, 24 h. Potency, µM (series often up to 56.7 µM), hits mostly cytotoxic. actives 0.49% (n = 400,000); also: potency is read from the fitted curve at half-maximal effect; nearly all actives have a fitted effect of over 40% in size
MCF10A rereplic = inducers of DNA re-replication in MCF 10A breast cells. MCF 10A DNA re-replication, Hoechst nuclear intensity, 48 h. Potency, µM (highest dose often 46.1 µM), inactives show top-dose activity, positive = re-replication, usual class: activators. actives 2.9% (n = 350,000); also: potency is read from the fitted curve at half-maximal effect; % of control where 0% means no effect; nearly all actives have a fitted effect of over 50% in size
KB-3-1 cytotox = KB-3-1 parental cell cytotoxicity; KB-3-1 viability, CellTiter-Glo ATP luminescence, 72 h; Potency, µM (doses to about 46.1 µM), for inactives: at the highest dose activity change, negative = cytotoxic, most hits filed as cytotoxic; actives 1.4% (n = 400,000); AID 1347075; also: potency is read from the fitted curve at half-maximal effect; % is scaled to controls: 0 for no effect and ±100 for the full control effect; nearly all actives have a fitted effect of over 60% in size
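Luminescent ATP read-out (CellTiter-Glo) measures survival of drug-naive KB-3-1 cells after 72 h compound exposure at 37 °C. Titration series was screened from lowest to highest concentration, with DMSO vehicle plates as background controls.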
ATXN2 expr inh = ATXN2 expression inhibition; actives 0.72% (n = 360,000); HEK-293 ATXN2-luciferase reporter, luminescence, 24 h; Potency, µM (titrated, usually from 57 µM), inactives show top-dose activity change, negative = inhibition, most hits filed as inhibitors; also: potency is read from the fitted curve at half-maximal effect; % is scaled to controls: 0 for no effect and ±100 for the full control effect; nearly all actives have a fitted effect of over 55% in size
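qHTS (up to 57 uM final) was run with 24 h compound exposure of reporter cells at 37 °C. Each well was multiplexed: SteadyGlo luminescence measured ATXN2-luciferase expression after a fluorogenic Gly-Phe-AFC viability readout (25 uM final).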
HT1080-NT tox = kills 2HG-producing HT-1080-NT fibrosarcoma cells; HT-1080-NT fibrosarcoma viability, CellTiter-Glo ATP luminescence, 48 h; Potency, µM (doses to about 46.1 µM), for inactives: at the highest dose activity, negative = less viability, actives largely listed as cytotoxic; actives 1.6% (n = 360,000); AID 686970;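 also: NT is the 2HG producing partner of a matched IDH1 knockdown line; potency is read from the fitted curve at half-maximal effect; 0% = DMSO-treated cells and -100% = media-only wells without cells; nearly all actives have a fitted effect of over 55% in size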
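Compounds were tested in concentration-response format on HT-1080-NT cells for 48 hours at 37 degrees C. Cell viability came from CellTiter-Glo luminescence; curves were classified by r2, response magnitude and activity.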
HT1080 IDH1KD tx = HT-1080 IDH1 knockdown cell toxicity (counter line). HT-1080 IDH1 knockdown viability, ATP luminescence, 48 h. Potency, µM (series often up to 46.1 µM), for inactives: at the highest dose activity, negative = toxicity, actives largely listed as cytotoxic. actives 2% (n = 360,000). AID 686971;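 also: potency is read from the fitted curve at half-maximal effect; 0% = DMSO wells and -100% = cell-free medium wells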
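In this qHTS, HT-1080 cells depleted of IDH1 are exposed for 48 h at 37 °C to compound titrations. Toxicity is scored from CellTiter-Glo luminescence, with DMSO as full viability and medium alone as none.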
IL1B secr inh = inhibitors of inflammasome signaling (IL-1 beta secretion); AID 743279; actives 4.7% (n = 360,000); activity change, % at 57.5 µM; THP-1 LPS/ATP IL-1B secretion, AlphaLISA, 16 h; hits give low values; in the data active = activity change below about -50%; inconclusive = mostly about -30% to -49%; also: % is scaled to controls: 0 for no effect and ±100 for the full control effect
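Secreted IL-1B measured by AlphaLISA bead assay after 16 h compound exposure of THP-1 cells; compounds (final up to 57.5 uM) added 1 h before LPS (250 ng/mL) and ATP (1.25 mM) stimulation; lower signal means less secretion.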
Starred values were filed as active, the others as inactive; i = inactive; ? = inconclusive; / = not tested or not shown; & = joins results of further samples; ! = repeats disagree; [ ] = another dose, or the depositor's remark. Unless noted, calls follow the shape of the dose curve; as a rule, active = well fitted curve in the direction sought with a large enough effect; inconclusive = small, poorly fitted or top-dose-only effect, or another doubt; inactive = no such curve, though single readings can be large; an effect the other way counts as inactive or inconclusive.

Results follow in this order: SW480 rereplic | HepG2 tox | ATXN viability | MCF10A rereplic | KB-3-1 cytotox | ATXN2 expr inh | HT1080-NT tox | HT1080 IDH1KD tx | IL1B secr inh
1) COC(=O)c1oc2ccc(Cl)cc2c1NC(C)=O
    -1% | -1% | i | 3% | -8% | -10% | 0% | -1% | 7
2) O=C(Nc1ncc([N+](=O)[O-])s1)c1ccc2c(c1)OCO2
    8% | -64% | ? | -3% | 23µM* | 2.2µM* | 15µM* | 16µM* | -12
3) CCCN(CCC)C(=O)Nc1ccc(F)cc1F
    -2% | -2% | i | -2% | 24% | 3% | 12% | 6% | 17
4) CCc1cc2cc(C)cc(C)c2nc1SCC(=O)Nc1cc(C)on1
    6% | 0% | i | 5% | -13% | 2% | 1% | -17% | 20
5) COc1cccc(NC(=O)CCN2CCN(CCO)CC2)c1
    / | -1% | i | / | 21% | -10% | / | / | /
6) O=C1[C@H](Cc2ccccc2)NCCCC[C@@H](c2ccc(Cl)cc2)N1Cc1ccc(Cl)cc1
    ? | -88%&-88% | ? | ? | 12µM*! | ? | ? | ? | -50*
7) COC1=NS(=O)(=O)c2ccccc21
    -8% | -26% | ? | -3% | 16% | 0% | 25% | 18% | 15
8) Cc1ccc(C)c(N(C)C(=O)c2ccc3c(=O)n4c(nc3c2)CCCCC4)c1
    21% | -32% | ? | -2% | 5% | / | 2% | 0% | 0
9) CCn1c(C)[n+](CCCS(=O)(=O)[O-])c2cc(Cl)c(Cl)cc21
    12% | 2% | i | -2% | -4% | 53%[activator] | 11% | 1% | -14
10) COc1cc2c(-c3cc(Br)ccc3O)nc3c(c(C)nn3-c3ccccc3)c2cc1OC
    / | 5% | i | / | 0% | 3% | / | / | /
11) COc1cccc(/C=N/N2C(=O)NC3(CCCCC3)C2=O)c1O
    -11% | 3% | i | 3% | -1% | 25% | 3% | 5% | 13
12) O=C(O)CCC(=O)Nc1cccc(-c2nc3ccccc3o2)c1
    -14% | -1% | i | -5% | -4% | -1% | -4% | -1% | 24
13) CCOc1cc(CN2CCN(c3ccc(C(C)=O)cc3)CC2)ccc1OC
    -1% | 0% | i | 5% | -7% | 0% | -20% | -8% | -18
14) Cc1nonc1CN(C)C(=O)c1ccc(OC2CCN(Cc3ccccn3)CC2)cc1
    ? | -17% | i | -1% | 3% | -5%[11.3 µM] | 2% | -6% | 14
15) O=C(Cn1c2ccc(F)cc2c2nc3n(c(=O)c21)CCS3)N1CCCC1
    12% | -10% | i | 2% | -2% | -14% | -6% | -8% | -10
16) OC1COC(OCC2OC(OCc3ccccc3)C(O)C(O)C2O)C(O)C1O (stereo unspecified)
    -10% | -6% | i | ? | ? | -3% | 0% | 3% | 5
17) COc1ccc(S(=O)(=O)N2CC3C4C=CC(C4)C3C2)cc1 (stereo unspecified)
    4% | -10% | i | 2% | 0% | -5% | 0% | 5% | 5
18) Cc1c(Cl)cccc1NC(=S)NC(=O)c1cncc(Br)c1
    ? | 0% | i | ? | 0% | -3% | -4% | -6% | -16
19) CCO[C@@H]1OC(C(=O)N2CCN(Cc3ccccc3)CC2)=C[C@H](C2CC2)[C@H]1CCCO
    15% | -3% | i | 7% | -16% | -9% | 0% | -2% | -8
20) CCN1CCCC1CNCC(=O)Nc1ccc(OC(F)(F)F)cc1 (stereo unspecified)
    ? | 4% | i | 1% | 12% | -9% | 16% | 9% | -1

Shown as a hit in IL1B secr inh, of those listed so far:
item	Compound	SW480 rereplic	IL1B secr inh
6	O=C1[C@H](Cc2ccccc2)NCCCC[C@@H](c2ccc(Cl)cc2)N1Cc1ccc(Cl)cc1	?	-50*

Retrieved by compound from the entries so far, five records:
Results follow in this order: SW480 rereplic | HepG2 tox | ATXN viability | MCF10A rereplic | KB-3-1 cytotox | ATXN2 expr inh | HT1080-NT tox | HT1080 IDH1KD tx | IL1B secr inh
16) OC1COC(OCC2OC(OCc3ccccc3)C(O)C(O)C2O)C(O)C1O (stereo unspecified)
    -10% | -6% | i | ? | ? | -3% | 0% | 3% | 5
3) CCCN(CCC)C(=O)Nc1ccc(F)cc1F
    -2% | -2% | i | -2% | 24% | 3% | 12% | 6% | 17
2) O=C(Nc1ncc([N+](=O)[O-])s1)c1ccc2c(c1)OCO2
    8% | -64% | ? | -3% | 23µM* | 2.2µM* | 15µM* | 16µM* | -12
20) CCN1CCCC1CNCC(=O)Nc1ccc(OC(F)(F)F)cc1 (stereo unspecified)
    ? | 4% | i | 1% | 12% | -9% | 16% | 9% | -1
12) O=C(O)CCC(=O)Nc1cccc(-c2nc3ccccc3o2)c1
    -14% | -1% | i | -5% | -4% | -1% | -4% | -1% | 24

Continued.
Results follow in this order: SW480 rereplic | HepG2 tox | ATXN viability | MCF10A rereplic | KB-3-1 cytotox | ATXN2 expr inh | HT1080-NT tox | HT1080 IDH1KD tx | IL1B secr inh
21) CCN1c2ccccc2-c2nc(SCC(=O)NCc3ccccc3)ncc2S1(=O)=O
    / | 5% | i | / | 11% | 6% | / | / | /
22) Cc1ccccc1CN1[C@@H]2c3ccccc3C[C@@H]2OCCS1(=O)=O
    2% | 4%&-31% | i | 10% | ? | 11% | ? | 1% | 9
23) O=C1Nc2ccc(Br)cc2/C1=N\N=C\C1=C(N2CCOCC2)C(=C/c2ccccc2)/CC1
    4% | -3% | i | -9% | 18% | 0% | 1% | 4% | 16
24) COc1ccc([N+](=O)[O-])cc1NC(=O)COC(=O)c1ccc(O)cc1
    -6% | 1% | i | 0% | 9% | 10% | 8% | 4% | 31
25) CCCCCn1c(CCCNC(=O)c2cccc(C)c2)nc2ccccc21
    / | -106% | ? | / | -30% | -11% | / | / | /
26) Cn1nc(C2CC2)cc1NC(=O)C1(C)CCN1C(=O)c1ccccc1CCc1ccccc1 (stereo unspecified)
    / | -25% | ? | / | 0% | -20% | ? | 6% | -9
27) CS(=O)(=O)c1ccc2nc(NC(=O)c3ccc(Cl)nc3)sc2c1
    -10% | -1% | i | 1% | 0% | 14%[11.3 µM] | -6% | -14% | 19
28) Oc1c(Br)cc(/C=N/NC(=S)NCC2CCCO2)cc1Br (stereo unspecified)
    -16% | -3% | i | 2% | -25% | -21% | -10% | -9% | 21
29) COCCn1c(C)cc(C(=O)COC(=O)CNC(=O)c2ccco2)c1C
    -35%[inhibitor] | -9% | i | 0% | -1% | 4% | 0%[9.24 µM] | 1% | 100
30) Cc1ccc(NC2CCCN(C(=O)c3cccc(-c4ncc[nH]4)c3)C2)cc1C (stereo unspecified)
    5% | 4% | i | 0% | 1% | -10% | -2% | -3% | 12
31) Cc1cnc([N+](=O)[O-])n1CCOC(=O)NC(=O)c1c(F)cccc1F
    3% | 9% | i | 6% | 0% | 3% | 12% | 16% | 28
32) COc1ccc(OC)c(S(=O)(=O)N2CCN(C(=O)NC3CCCCC3)CC2)c1
    ? | 0% | i | 4% | -7% | 3% | -2% | -5% | 13
33) Cn1c(C(O)c2ccccc2F)nc(Cl)c1Cl (stereo unspecified)
    1% | 4% | i | -2% | 0% | 3% | 9% | 1% | 7
34) COc1ccc(Cc2nnc(NC(=O)c3ccccc3C)s2)cc1
    21% | -2% | i | 20% | ? | 7% | 3% | -3% | -5
35) Cc1cc(-c2ccc(C)c(S(=O)(=O)NCc3ccc(Br)cc3)c2)on1
    24% | -16% | i | ? | ? | -11% | ? | ? | 0
36) CCCCOc1cccc(C(=O)NNC(=S)NC2CCCCC2)c1
    4% | -18% | i | 23% | -8% | 2% | -10% | -13% | 3
37) CC1CCCCN1CCNC(=O)c1cc2c(=O)n(C)c3ccccc3c2n1C (stereo unspecified)
    -1% | -18% | ? | ? | 2% | -26% | -11% | -12% | -55*
38) S=c1[nH]nc(-c2cccs2)n1/N=C/c1cccs1
    -91%[inhibitor] | 0% | i | -30% | -3% | -11% | -2% | -1% | 2
39) Cc1cccc(C(=O)OC2CCN(C)CC2)c1
    -87%[inhibitor] | 6% | i | ? | 3% | / | 11% | 2% | 17
40) CCC(CC)C(=O)Nc1ccc(S(=O)(=O)Nc2nccs2)cc1
    0% | -4% | i | -3% | -1% | -17% | 15% | 6% | 9

Going on with the list:
Results follow in this order: SW480 rereplic | HepG2 tox | ATXN viability | MCF10A rereplic | KB-3-1 cytotox | ATXN2 expr inh | HT1080-NT tox | HT1080 IDH1KD tx | IL1B secr inh
41) CCCCNC(=O)c1nn(-c2ccccc2OC)c(=O)c2ccccc12
    22% | -16% | i | 33% | -7% | -10% | 2% | -2% | -16
42) Cc1ccc(N2CC(=O)N(c3ccc(C)cc3)CC2=O)cc1
    -12% | -22% | i | -1% | -4% | -18% | ? | 27% | 7
43) COc1ccc(N2C(=O)CC(S/C(N)=N/N=C(\C)c3cccs3)C2=O)cc1 (stereo unspecified)
    3% | -7% | i | 5% | 3% | -5% | -5% | -11% | 12
44) C/C(=C\C=C(C#N)C#N)c1cc(C#N)c(N)o1
    -3% | 0% | ? | -5% | -25% | 1% | 7% | -1% | ?
45) COc1ccc(Cc2nnc(SCC(=O)NC3(C#N)CCCCC3)n2N)cc1
    -75%[inhibitor] | -8% | i | -2% | -3% | 2% | 1% | 2% | -14
46) O=C(CS(=O)(=O)Cc1ccccc1)NCCc1ccc(F)cc1
    -2% | -16% | i | ? | -2% | 0% | -6% | 3% | -20
47) Cc1c(OC(C)C(=O)NCc2ccccn2)ccc2c3c(c(=O)oc12)CCC3 (stereo unspecified)
    -10% | -19% | i | -1% | -9% | 8% | -5% | -15% | -13
48) COc1ccc(-c2cc3c(=O)n(CC(=O)N4CCCCC4)ncn3n2)cc1
    -5% | -8% | i | 1% | 12% | 18% | 27% | 12% | -11

This is a random part of the collection. About 8.9% of those tested had a hit in this group.
